ABCG2 inh = human ABCG2 inhibition, ABCB1 as counter-screen; Q9UNQ0; IgMXP3 cells, JC-1 efflux, flow cytometry; 190,000 compounds, 0.1% hits; inhibition, % at 6.6 µM;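 active = inhibition above 80%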;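 note: 0% = DMSO and 100% = nicardipine control wells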
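Measure – % inhibition of efflux relative to nicardipine and DMSO · Test system – ABCG2 IgMXP3 and barcoded ABCB1 CCRF-Adr cell mix · Control set – nicardipine as high control, DMSO as low control · Compound – one concentration, 6.6 µM final · Signal – flow cytometry of retained JC-1 fluorescence · Timing – 10 min exposure at 25 °C with rotation, no wash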
ABCB1 block = inhibitors of human ABCB1 transporter, ABCG2 counter-screen | P08183 | CCRF-Adr cells, JC-1 efflux, flow cytometry | inhibition, % at 6.6 µM | 190,000 compounds, 0.067% hits; in the data active = inhibition above about 40%;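 note: 0% = vehicle and 100% = reference inhibitor; higher value means more JC-1 retained so stronger ABCB1 efflux block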
HRas wt GTP = modulators of GTP binding to human HRas wildtype; P01112; GST-Ras wt beads, Bodipy-FL-GTP binding, flow cytometry; actives lie on both sides; GTP binding activity, % at 10 µM; 190,000 compounds, 0.14% hits; AID 759;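 active = GTP binding activity at least 20% away from the 100% baseline, either lowered as inhibitor or raised as activator; inconclusive = flagged as likely green fluorescent, judged across all proteins in the well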;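 note: 0% = unlabeled GTP competition control and 100% = no-compound control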
Target sequence (P01112 whole entry, looked up): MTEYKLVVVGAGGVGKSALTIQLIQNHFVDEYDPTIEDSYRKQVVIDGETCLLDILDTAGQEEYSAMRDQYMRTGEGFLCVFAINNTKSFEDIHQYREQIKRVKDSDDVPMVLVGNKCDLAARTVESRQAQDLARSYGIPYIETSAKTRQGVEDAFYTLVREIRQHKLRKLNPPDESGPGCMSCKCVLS
Cdc42 wt = human Cdc42 wildtype GTP binding change, either direction; P60953; GST-Cdc42 beads, Bodipy-GTP binding, flow cytometry; actives lie on both sides; percent activity (GTP binding), % at 10 µM; 190,000 compounds, 0.2% hits; AID 761;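 active = percent activity GTP binding at least 20 points away from the 100% baseline, either down as inhibitor or up as activator; inconclusive = compound flagged as likely green fluorescent from well-wide comparison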;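 note: median bead fluorescence of bound Bodipy-FL-GTP at 100 nM; 0% = excess unlabeled GTP control and 100% = no compound control; below 100% means less GTP binding so inhibitor and above means activator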
Target sequence (P60953 whole entry, looked up): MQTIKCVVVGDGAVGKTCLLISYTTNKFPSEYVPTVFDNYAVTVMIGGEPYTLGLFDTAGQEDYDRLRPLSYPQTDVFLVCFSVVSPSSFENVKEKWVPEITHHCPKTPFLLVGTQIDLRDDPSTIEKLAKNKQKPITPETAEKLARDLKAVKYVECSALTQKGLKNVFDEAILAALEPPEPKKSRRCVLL
Rac1 act GTP bind = modulators of GTP binding to human Rac1 activated mutant; P63000; GST-Rac1 activated beads, fluorescent GTP binding, flow cytometry; actives lie on both sides; 100% means binding = to untreated wells; percent activity (GTP binding), % at 10 µM; 190,000 compounds, 0.11% hits; AID 764;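 active = GTP binding at least 20 percentage points away from the 100% baseline, in either direction, so actives lie on both sides; inconclusive = Compound likely fluorescent itself, or too few beads counted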
Rab7 wt modul = modulators of GTP binding to dog Rab7 wildtype GTPase; GST-Rab7 beads, fluorescent GTP binding, flow cytometry; actives lie on both sides; untreated = 100%, excess cold GTP = 0%; GTP binding activity (percent of control), % at 10 µM; 190,000 compounds, 0.055% hits; AID 758;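 active = fluorescent GTP binding to Rab7 beads changed by at least 20 points from the 100% baseline, either direction, mostly lower; inconclusive = compound itself probably fluorescent, or too few beads counted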;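 note: median green fluorescence of bound Bodipy-FL-GTP per Rab7 bead population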
Rac1 wt GTP bind = modulators of human Rac1 wildtype GTP binding; P63000; GST-Rac1 beads, fluorescent GTP binding, flow cytometry; actives lie on both sides; 0 = cold GTP competed, 100 = untreated; GTP binding activity (% of control), % at 10 µM; 190,000 compounds, 0.27% hits;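 active = GTP binding activity at least 20 points away from the 100% control level, either lower or higher; inconclusive = compound flagged as likely green fluorescent, judged across all proteins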
Pf gamet viab = inhibitors of late stage P. falciparum gametocyte viability | P. falciparum stage V gametocytes, ATP luminescence, 24 h | inhibition, % at 10.9 µM | 150,000 compounds, 0.065% hits | AID 743093;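 active = inhibition above the mean plus 3 SD of compounds within the control limits, set per campaign, cut at about 38% in these data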;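 note: 0% = DMSO wells and 100% = medium only without gametocytes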
GSH bead fluor = compound fluoresces at 488/530 nm on GSH beads; GSH beads flow cytometry, compound fluorescence 488/530 nm; stronger effect = higher value; 190,000 compounds, 0.25% hits; fluorescence (KMESF) at 10 µM; in the data active = fluorescence above about 89;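 note: glutathione beads carrying GST-tagged Bcl family fusion proteins plus one bare bead set; values are compound well signal with DMSO vehicle wells as background; inactives centre near 16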
Avidin fluor = compound fluoresces at 488/530 nm on avidin beads | compound fluorescence 488/530 nm, flow cytometry; stronger effect = higher value | fluorescence (KMESF) at 10 µM | 220,000 compounds, 0.38% hits; in the data active = fluorescence above about 47; note: inactives centre near 10
Rab2 wt GTP = changes GTP binding to wildtype dog Rab2A, up or down | 190,000 compounds, 0.19% hits | AID 760 | GTP binding activity, % at 10 µM | GST-Rab2 wt beads, Bodipy-GTP binding, flow cytometry;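 active = GTP binding activity at least 20 points away from 100%, either lowered or raised; inconclusive = signal likely due to the compound's own green fluorescence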;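 note: 0% = beads with excess unlabeled GTP and 100% = no-compound control corrected for plate trend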
Numbers without * were called inactive; ? = inconclusive; · = not tested or not shown.

| item | Structure | ABCG2 inh | ABCB1 block | HRas wt GTP | Cdc42 wt | Rac1 act GTP bind | Rab7 wt modul |
| --- | --- | --- | --- | --- | --- | --- | --- |
| 1 | Cc1cc(CNC(=O)CC2C(=O)NCCN2Cc2ccccc2C(F)(F)F)on1 (stereo not drawn) | 4.0 | 1.6 | 95.0 | 97.0 | 98.0 | 93.0 |
| 2 | O=[N+]([O-])c1cc(Br)c(O)c(/C=N/Nc2nc3ccccc3s2)c1 | -0.3 | -0.3 | ? | ? | ? | ? |
| 3 | COc1ccc(C(=O)N/N=C/c2ccc(OC)c(OS(=O)(=O)c3ccccc3)c2)cc1 | 0.5 | 0.4 | 98.0 | 100.0 | 100.0 | 97.0 |
| 4 | CC(C)Cn1c(CN2C(=O)c3ccccc3C2=O)nc2ccccc2c1=O | 0.7 | 0.2 | 101.0 | 104.0 | 102.0 | 98.0 |
| 5 | NC(=O)SCC(=O)Nc1ccc(Cl)c(Cl)c1 | -0.2 | 0.0 | 105.0 | 104.0 | 99.0 | 102.0 |
| 6 | S=c1[nH]nc(-c2ccccc2)n1/N=C/C=C/c1ccco1 | 0.5 | 0.2 | 92.0 | 96.0 | 91.0 | 92.0 |
| 7 | CN1CCN(/C=N/c2c(C#N)cnn2Cc2ccccc2)CC1 | 1.8 | 0.6 | 104.0 | 106.0 | 99.0 | 101.0 |
| 8 | O=C(CSc1ccc(-c2nc3ccccc3[nH]2)cn1)Nc1ccc2c(c1)OCCO2 | -0.1 | 0.1 | 98.0 | 100.0 | 96.0 | 99.0 |
| 9 | O=C(CSc1nnc(CCc2ccccc2)n1-c1ccc(Cl)cc1)c1ccccc1 | 4.4 | 1.9 | 98.0 | 100.0 | 98.0 | 96.0 |
| 10 | CCN(CC)CCn1c(=S)[nH]c2ccc(Cl)cc2c1=O | -1.9 | -1.6 | ? | ? | ? | ? |
| 11 | c1ccc2oc(Cc3ccc(Cc4nc5ccccc5o4)cc3)nc2c1 | 0.0 | 0.1 | 99.0 | 102.0 | 100.0 | 98.0 |
| 12 | O=C(Nc1ccc(N2CCOCC2)cc1)C1CCN(S(=O)(=O)Cc2ccccc2)CC1 | 5.4 | 0.5 | 105.0 | 101.0 | 104.0 | 106.0 |
| 13 | O=c1sc2ccccc2n1CCCOc1ccccc1 | 3.8 | 0.5 | 105.0 | 106.0 | 102.0 | 100.0 |
| 14 | Cn1ccnc1C(O)c1ccc(OCc2ccccc2)cc1 (stereo not drawn) | 0.6 | 0.1 | 94.0 | 96.0 | 93.0 | 94.0 |
| 15 | Cc1cccc(C)c1NC(=O)COC(=O)COc1ccc2c(C)cc(=O)oc2c1 | 7.4 | -0.1 | 97.0 | 98.0 | 97.0 | 97.0 |

| item | Rac1 wt GTP bind | Pf gamet viab | GSH bead fluor | Avidin fluor | Rab2 wt GTP |
| --- | --- | --- | --- | --- | --- |
| 1 | 96.0 | 2.3 | 16 | 2 | 97.0 |
| 2 | ? | · | 36 | 21 | ? |
| 3 | 100.0 | 9.8 | 12 | 16 | 98.0 |
| 4 | 106.0 | 21.6 | 3 | 6 | 99.0 |
| 5 | 103.0 | -3.2 | 22 | 18 | 104.0 |
| 6 | 94.0 | · | 11 | 4 | 93.0 |
| 7 | 102.0 | 16.0 | 30 | 16 | 103.0 |
| 8 | 97.0 | · | 46 | 6 | 96.0 |
| 9 | 102.0 | · | 13 | 13 | 98.0 |
| 10 | ? | · | 25 | 32 | ? |
| 11 | 106.0 | · | 17 | 7 | 102.0 |
| 12 | 103.0 | · | 14 | 10 | 103.0 |
| 13 | 106.0 | · | 12 | 12 | 102.0 |
| 14 | 94.0 | · | 34 | 11 | 95.0 |
| 15 | 99.0 | 19.8 | 10 | 6 | 95.0 |

Ordered by molar mass (ascending): part of the list above
| item | Structure | ABCG2 inh | ABCB1 block | HRas wt GTP | Cdc42 wt | Rac1 act GTP bind | Rab7 wt modul |
| --- | --- | --- | --- | --- | --- | --- | --- |
| 5 | NC(=O)SCC(=O)Nc1ccc(Cl)c(Cl)c1 | -0.2 | 0.0 | 105.0 | 104.0 | 99.0 | 102.0 |
| 6 | S=c1[nH]nc(-c2ccccc2)n1/N=C/C=C/c1ccco1 | 0.5 | 0.2 | 92.0 | 96.0 | 91.0 | 92.0 |
| 10 | CCN(CC)CCn1c(=S)[nH]c2ccc(Cl)cc2c1=O | -1.9 | -1.6 | ? | ? | ? | ? |
| 11 | c1ccc2oc(Cc3ccc(Cc4nc5ccccc5o4)cc3)nc2c1 | 0.0 | 0.1 | 99.0 | 102.0 | 100.0 | 98.0 |
| 4 | CC(C)Cn1c(CN2C(=O)c3ccccc3C2=O)nc2ccccc2c1=O | 0.7 | 0.2 | 101.0 | 104.0 | 102.0 | 98.0 |
| 15 | Cc1cccc(C)c1NC(=O)COC(=O)COc1ccc2c(C)cc(=O)oc2c1 | 7.4 | -0.1 | 97.0 | 98.0 | 97.0 | 97.0 |
| 8 | O=C(CSc1ccc(-c2nc3ccccc3[nH]2)cn1)Nc1ccc2c(c1)OCCO2 | -0.1 | 0.1 | 98.0 | 100.0 | 96.0 | 99.0 |
| 9 | O=C(CSc1nnc(CCc2ccccc2)n1-c1ccc(Cl)cc1)c1ccccc1 | 4.4 | 1.9 | 98.0 | 100.0 | 98.0 | 96.0 |
| 3 | COc1ccc(C(=O)N/N=C/c2ccc(OC)c(OS(=O)(=O)c3ccccc3)c2)cc1 | 0.5 | 0.4 | 98.0 | 100.0 | 100.0 | 97.0 |
| 12 | O=C(Nc1ccc(N2CCOCC2)cc1)C1CCN(S(=O)(=O)Cc2ccccc2)CC1 | 5.4 | 0.5 | 105.0 | 101.0 | 104.0 | 106.0 |

| item | Rac1 wt GTP bind | Pf gamet viab | GSH bead fluor | Avidin fluor | Rab2 wt GTP |
| --- | --- | --- | --- | --- | --- |
| 5 | 103.0 | -3.2 | 22 | 18 | 104.0 |
| 6 | 94.0 | · | 11 | 4 | 93.0 |
| 10 | ? | · | 25 | 32 | ? |
| 11 | 106.0 | · | 17 | 7 | 102.0 |
| 4 | 106.0 | 21.6 | 3 | 6 | 99.0 |
| 15 | 99.0 | 19.8 | 10 | 6 | 95.0 |
| 8 | 97.0 | · | 46 | 6 | 96.0 |
| 9 | 102.0 | · | 13 | 13 | 98.0 |
| 3 | 100.0 | 9.8 | 12 | 16 | 98.0 |
| 12 | 103.0 | · | 14 | 10 | 103.0 |

Next compounds follow.
| item | Structure | ABCG2 inh | ABCB1 block | HRas wt GTP | Cdc42 wt | Rac1 act GTP bind | Rab7 wt modul |
| --- | --- | --- | --- | --- | --- | --- | --- |
| 16 | Cn1c2c(c3ccccc31)CC/C2=N\O | 4.4 | 0.8 | 100.0 | 98.0 | 93.0 | 100.0 |
| 17 | O=C(O)CCS(=O)(=O)c1cc(Br)cc2c1N(C(=O)C1CC1)CC2 | 6.6 | 1.6 | 97.0 | 95.0 | 96.0 | 103.0 |
| 18 | CCCCn1nnnc1SCC(=O)Nc1cccc(C)n1 | 1.6 | -0.2 | 102.0 | 105.0 | 99.0 | 101.0 |
| 19 | CCNC(=S)N(Cc1cc2cc(C)ccc2[nH]c1=O)C1CCCC1 | 0.9 | -0.1 | 100.0 | 99.0 | 101.0 | 98.0 |
| 20 | Cc1cc(C)cc(NC(=O)c2c(C)nc3ccccn23)c1 | 2.0 | 0.5 | 99.0 | 95.0 | 98.0 | 105.0 |
| 21 | COC(=O)c1sc2nc(N)c(C#N)cc2c1N | 2.2 | 0.3 | 99.0 | 97.0 | 96.0 | 102.0 |
| 22 | CCCc1cc(C(=O)Nc2cccc(C(C)=O)c2)no1 | 3.6 | 0.6 | 99.0 | 100.0 | 98.0 | 99.0 |
| 23 | Cc1ccc2c(CSc3nnc4ccccn34)cc(=O)oc2c1C | -10.4 | -0.9 | 98.0 | 100.0 | 98.0 | 101.0 |
| 24 | CCOC(=O)Cn1c(CCC(=O)O)ccc1-c1ccc(F)cc1 | 2.9 | 0.8 | 102.0 | 99.0 | 99.0 | 101.0 |

| item | Rac1 wt GTP bind | Pf gamet viab | GSH bead fluor | Avidin fluor | Rab2 wt GTP |
| --- | --- | --- | --- | --- | --- |
| 16 | 99.0 | 16.9 | 53 | 10 | 98.0 |
| 17 | 95.0 | 1.7 | 11 | 12 | 97.0 |
| 18 | 104.0 | · | 29 | 14 | 101.0 |
| 19 | 102.0 | · | 20 | 4 | 100.0 |
| 20 | 98.0 | -16.7 | 21 | 4 | 99.0 |
| 21 | 96.0 | 3.7 | 6 | 13 | 97.0 |
| 22 | 98.0 | · | 25 | 7 | 98.0 |
| 23 | 101.0 | -13.1 | 11 | 5 | 98.0 |
| 24 | 104.0 | · | 14 | 24 | 102.0 |

High-throughput results (PubChem BioAssay)
